FN deposit inh: fibronectin deposition inhibition; AH1F fibroblasts, Alexa488-fibronectin deposition fluorescence, overnight; inhibition, % at 12.6 µM; 350,000 compounds, 0.086% hits;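 active means mean inhibition across replicates of 30% or more, regardless of how many single replicates reach that level; inconclusive means mean under 30% yet at least half of replicates reach 30%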;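 further: positive control wells lacked labelled fibronectin entirely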
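Assay system: AH1F fibroblasts / Quantity: 10000 cells per well / Medium: DMEM plus 2% serum, read in PBS / Reagent: labelled fibronectin 24 nM / Dosing: single dose, pinned / Times: 1 h cell attachment, overnight exposure to compound and label / Signal: fluorescence, ex 485 nm, em 525 nm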
PAX8 reporter: inhibitors of PAX8 transcriptional activity in RMG-I cells. RMG-I TPO-luciferase reporter, SteadyGlo, 24 h. inhibition, % at 12.6 µM. 360,000 compounds, 1.2% hits. AID 652154;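 active means mean replicate inhibition at least 60% with every replicate also reaching 60%; inconclusive means only one of the two criteria is met; inactive means mean below 60% and not all replicates reaching 60%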;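 further: luciferase light reporting Pax8 driven TPO promoter activity; plate controls were median of neutral control wells for no effect and mitoxantrone controls for full effect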
S100A4 MyoIIA: inhibitors of human S100A4 binding to myosin IIA peptide. S100A4/TAMRA-MyoIIA peptide fluorescence polarization. inhibition, % at 10.7 µM. 360,000 compounds, 0.14% hits;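 active means mean inhibition of at least 70% across replicates, with every replicate also reaching that level; inconclusive means mean inhibition reaches 70% but some replicates fall short; inactive means mean inhibition below 70%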
Target sequence (P26447 whole entry, looked up): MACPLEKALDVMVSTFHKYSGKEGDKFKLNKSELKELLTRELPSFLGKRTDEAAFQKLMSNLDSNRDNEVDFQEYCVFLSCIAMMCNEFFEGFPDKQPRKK
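Assay system: human S100A4 monomer with TAMRA-labelled myosin IIA peptide / Buffer or medium: Calcium-containing HEPES buffer, pH 7.2 / Reagent: TAMRA-labelled myosin IIA heavy-chain peptide probe, 5 nM / Compound: one dose per compound / Timing: polarization read 5 min after assay mix addition, stable 5–60 min / Benchmarks: neutral control DMSO, positive control TFP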
PGC1a acetyl inh: PGC1a acetylation modulation, inhibitor mode. U2OS PGC1a acetylation, AlphaScreen anti-acetyl-lysine; with virally co-expressed GCN5 acetyltransferase. inhibition, % at 15.6 µM. 350,000 compounds, 0.17% hits;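 active means every replicate shows inhibition of at least 40%; inconclusive means mean inhibition at least 40% but some replicate below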;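 further: 0% = neutral control wells and 100% = positive control wells; some results beyond the cut were filed as inactive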
LGR2 inh: inhibitors of bursicon-induced Drosophila LGR2 receptor cAMP signaling | HEK293 LGR2, CRE-luciferase, bursicon-stimulated, 4 h | inhibition, % at 9.99 µM | 380,000 compounds, 0.35% hits;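 active means drop in luminescence signal, shown as inhibition above about 50% in the replicate tests, limit read from the data, passing the limit was not always enough; inconclusive means probably only some replicates passing the limit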;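 further: agonist challenge used bursicon conditioned medium at about half maximal strength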
PglD inh: inhibitors of Campylobacter jejuni PglD acetyltransferase. purified PglD enzyme, DTNB colorimetric CoA detection. inhibition, % at 12.5 µM. 360,000 compounds, 0.098% hits. AID 602405; in the data active means inhibition above about 16%, passing the limit was not always enough; inconclusive means no clear call, values can overlap the other calls; further: strong numbers were not always called active
EWS-Fli inh: blocks EWS/Fli oncoprotein-driven transcription. AID 651661. 350,000 compounds, 0.67% hits. inhibition, % at 12.6 µM. A673 NR0B1-luciferase reporter, viability-normalised;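 active means mean inhibition of at least 50% after viability correction, with every replicate also passing that limit; inconclusive means mean reaches 50% but only one of two replicates passes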;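 further: firefly luciferase signal divided by Alamar Blue viability fluorescence both relative to DMSO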
ERAP1 inh: ERAP1 (human) enzyme inhibition. inhibition, % at 10.7 µM. Q9NZ08. 340,000 compounds, 0.15% hits. recombinant ERAP1, Leu-AMC fluorescence, 60 min;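 active means mean replicate inhibition of at least 30%, or all replicates individually reaching that 30% level; inactive means mean below 30% and not every replicate reaching it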;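 further: 0% = neutral control wells and 100% = L-leucinethiol positive control wells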
Target sequence (Q9NZ08 whole entry, looked up): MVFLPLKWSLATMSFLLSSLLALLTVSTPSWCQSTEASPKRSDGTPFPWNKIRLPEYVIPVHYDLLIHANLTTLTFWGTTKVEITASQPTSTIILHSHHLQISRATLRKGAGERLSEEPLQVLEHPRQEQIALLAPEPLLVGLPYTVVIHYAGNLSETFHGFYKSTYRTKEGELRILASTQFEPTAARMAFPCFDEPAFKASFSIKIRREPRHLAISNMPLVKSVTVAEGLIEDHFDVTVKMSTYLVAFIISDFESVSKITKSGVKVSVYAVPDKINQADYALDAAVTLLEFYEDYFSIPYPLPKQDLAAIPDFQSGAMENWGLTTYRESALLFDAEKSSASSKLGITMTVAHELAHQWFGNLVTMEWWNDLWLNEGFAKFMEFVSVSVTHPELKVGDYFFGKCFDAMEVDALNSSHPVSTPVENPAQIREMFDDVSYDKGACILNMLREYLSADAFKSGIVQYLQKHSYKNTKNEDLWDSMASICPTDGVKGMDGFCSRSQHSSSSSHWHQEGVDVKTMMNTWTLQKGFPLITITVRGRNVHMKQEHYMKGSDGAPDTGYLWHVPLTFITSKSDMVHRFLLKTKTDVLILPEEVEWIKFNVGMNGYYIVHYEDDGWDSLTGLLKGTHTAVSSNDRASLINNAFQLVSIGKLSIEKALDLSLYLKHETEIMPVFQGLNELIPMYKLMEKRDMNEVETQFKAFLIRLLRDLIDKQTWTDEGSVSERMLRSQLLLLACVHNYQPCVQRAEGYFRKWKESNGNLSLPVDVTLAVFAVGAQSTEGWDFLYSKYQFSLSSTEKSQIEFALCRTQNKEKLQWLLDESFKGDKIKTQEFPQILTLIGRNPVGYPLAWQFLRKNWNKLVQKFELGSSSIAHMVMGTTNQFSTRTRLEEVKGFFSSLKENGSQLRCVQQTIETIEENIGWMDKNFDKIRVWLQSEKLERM
Active calls of the source: *; ? = inconclusive; . = not tested or not shown.

SMILES	FN deposit inh	PAX8 reporter	S100A4 MyoIIA	PGC1a acetyl inh	LGR2 inh	PglD inh	EWS-Fli inh	ERAP1 inh
CC1CCCN(S(=O)(=O)c2ccc(NC(=O)C3CC(=O)N(c4ccccc4)C3)cc2)C1 (stereo unspecified)	-7	16	-2	-7	-10	-4	.	-3
COC(=O)C[C@H]1CC[C@@H]2[C@@H](COc3ccc(NC(=O)c4cc(C)on4)cc3C(=O)N2C)O1	-21	0	2	-5	3	7	-2	-1
O=C(Nc1cccc(C(F)(F)F)c1)c1cccnc1N1CCOCC1	8	15	-4	-2	-14	4	0	-6
COc1ccccc1NC(=O)CCN1C(=O)C2C3CCC(C3)C2C1=O (stereo unspecified)	.	5	4	0	7	-3	3	2
Cc1ccc(S(=O)(=O)Nc2cc(S(=O)(=O)N3CCCCC3)ccc2N2CCOCC2)cc1	1	11	-1	-10	-16	.	7	4
CCOC(=O)C(=Cc1cc(=O)c(OC)co1)C(=O)OCC	11	22	-3	.	?	.	70*	0
CN1C(=O)c2cc(NC(=O)c3ccc(C(F)(F)F)cc3)ccc2OC[C@@H]2O[C@H](CC(=O)NCc3ccc4c(c3)OCO4)CC[C@H]21	11	38	-17	10	4	-3	0	1
COc1ccc(CNC(=O)c2ccc(CS(=O)Cc3cccc(Cl)c3)o2)cc1 (stereo unspecified)	-22	9	-1	-2	-7	1	7	4
CCC(C)(C)NC(=O)c1ccc(S(=O)(=O)N2CCCCCC2)cc1	-4	-25	-21	-12	-3	.	6	-1
O=C(C[C@H]1CC[C@@H](NC(=O)Nc2ccc3c(c2)OCO3)[C@@H](CO)O1)NCc1ccc(Cl)cc1	-2	-12	5	1	-3	3	-5	-1
O=c1oc2ccccc2c(NCc2ccccc2)c1[N+](=O)[O-]	0	33	-13	5	-4	0	3	3
Cc1ccc(S(=O)(=O)N(C)C[C@@H]2Oc3ccc(NC(=O)Nc4c(C)noc4C)cc3C(=O)N([C@@H](C)CO)C[C@H]2C)cc1	.	-28	-26	-4	1	-2	3	-4
COc1ccc(C(=O)Cn2cnc3ccccc3c2=O)cc1OC	2	25	-25	.	15	1	-19	-3
CN(CCn1ccnc1)Cc1cn(Cc2ccccc2)nc1-c1ccc2c(c1)OCO2	4	14	-12	2	-3	3	-4	-1
Cc1cc(Br)ccc1NC(=O)CN(C)C(=O)c1ccc2ccccc2n1	-4	-3	0	-2	-11	-2	-37	0
COc1ccc(C#Cc2ccc([C@H]3[C@@H](CO)N4C(=O)CN(C(=O)c5ccncc5)C[C@@H]34)cc2)cc1	.	.	1	-16	4	.	-4	2
CC1CCc2cc(F)ccc2N1C(=O)CSc1nnc2c3ccccc3n(C)c2n1 (stereo unspecified)	.	.	2	2	-3	4	7	-1
CCCC1(c2ccccc2)NC(=O)N(CC(=O)Nc2ccc(N3CCOCC3)cc2)C1=O (stereo unspecified)	3	10	-10	1	-7	-1	-5	-9
COc1cc(OC)cc(-c2c(-c3ccc(F)cc3)c3cc(-c4ccc(OC)nc4)ccc3n2C)c1	-6	-16	-3	10	9	-2	-7	.
C[C@@H]1CN([C@@H](C)CO)C(=O)c2cc(NS(=O)(=O)c3ccc(F)cc3)ccc2O[C@H]1CN(C)Cc1ccncc1	.	-16	14	-1	17	-4	11	2

Results in PGC1a acetyl inh, LGR2 inh and PglD inh (two entries from above):
| Structure | PGC1a acetyl inh | LGR2 inh | PglD inh |
| --- | --- | --- | --- |
| COc1cc(OC)cc(-c2c(-c3ccc(F)cc3)c3cc(-c4ccc(OC)nc4)ccc3n2C)c1 | 10 | 9 | -2 |
| C[C@@H]1CN([C@@H](C)CO)C(=O)c2cc(NS(=O)(=O)c3ccc(F)cc3)ccc2O[C@H]1CN(C)Cc1ccncc1 | -1 | 17 | -4 |

Further structures
SMILES	FN deposit inh	PAX8 reporter	S100A4 MyoIIA	PGC1a acetyl inh	LGR2 inh	PglD inh	EWS-Fli inh	ERAP1 inh
O=C(Nc1cccc(S(=O)(=O)N2CCCCCC2)c1)c1ccc(=O)[nH]c1	0	11	-4	-1	8	1	9	0
C[C@H](CO)N1C[C@H](C)[C@@H](CN(C)S(=O)(=O)c2cn(C)cn2)Oc2ccc(NC(=O)CCN3CCOCC3)cc2CC1=O	.	.	0	12	21	3	-3	-2
C[C@H]1CN([C@@H](C)CO)S(=O)(=O)c2ccc(C#CC(C)(C)O)cc2O[C@H]1CN(C)Cc1ccc(F)cc1	5	-19	.	0	19	.	-7	.
CCN1CCN(C(=O)/C=C/c2ccc(C)cc2)CC1	-1	-18	-12	0	-2	-1	-12	4
C=CCSc1nc2c(c(=O)n(C)c(=O)n2C)n1CC	.	.	0	9	.	4	-5	6
C[C@H]1CN([C@@H](C)CO)S(=O)(=O)c2ccc(C#Cc3ccc(F)cc3)cc2O[C@H]1CN(C)C	4	21	7	-31	-32	-2	-1	0
Cc1cc(C)c(C#N)c(Nc2ccc3c(c2)OCCO3)n1	6	15	6	1	-11	-2	-17	6
COc1ccc(NC(=O)N(C)C[C@@H]2Oc3ccc(NC(=O)Nc4c(C)noc4C)cc3C(=O)N([C@@H](C)CO)C[C@H]2C)cc1	.	-19	.	0	1	1	-10	.
CNc1ccc(C(=O)OCC(=O)NC(=O)NC2CCCC2)cc1[N+](=O)[O-]	10	4	2	-3	-14	-2	6	-2
Cc1nc(C)n(CC(C)C(=O)N2CCN(S(=O)(=O)c3ccccc3)CC2)n1 (stereo unspecified)	-3	21	0	.	10	.	0	-3
O=C(O)/C=C/C(=O)NCCNc1ncc(C(F)(F)F)cc1Cl	.	-5	-14	.	-1	.	7	1
CCCN1CCCCC(NC(=O)OC(C)(C)C)C1=O (stereo unspecified)	2	-15	-2	.	0	.	-32	-5
Cc1ccc(N2C(=O)N(CC(=O)Nc3ccccc3C(F)(F)F)C(=O)C2C)cc1 (stereo unspecified)	8	-9	-1	.	16	-6	-4	-1
Cc1ccc2nc(N)nnc2c1	.	23	-5	.	-5	.	-16	3
O=C(COc1ccc([N+](=O)[O-])cc1)Nc1ccc(NC(=O)c2ccccc2)cc1	.	-9	-17	0	6	-1	.	-1
Cn1c(=O)oc2cc(S(=O)(=O)NCCC(=O)N3CCN(c4ccccc4)CC3)ccc21	3	4	1	4	1	2	0	-1
O=C(NCCCn1ccnc1)C(=O)NCC(c1ccco1)N1CCN(c2ccccc2)CC1 (stereo unspecified)	4	10	0	-1	2	-4	5	-4
CCc1c(C)nc2cc(-c3ccc(Cl)cc3)[nH]n2c1=O	9	-94	-2	11	-53	6	-121	-2
CCCCn1c(N)c(N(CCOC)C(=O)c2cc(S(=O)(=O)N3CCCCC3)ccc2C)c(=O)[nH]c1=O	-2	.	12	.	-1	.	-2	0
CN1CCCN(Cc2nc(-c3ccc(Cl)cc3)no2)CC1	1	-15	8	.	0	-1	-32	4
O=C(O)CSCc1nc2scc(-c3ccccc3)c2c(=O)[nH]1	-2	13	1	-3	8	.	-1	0
O=C(COC(=O)Cc1ccc(-c2ccccc2)cc1)NCc1ccccc1	4	-19	-2	-4	0	-4	-4	0
C[C@@H]1CN([C@@H](C)CO)C(=O)c2cc(NS(=O)(=O)c3ccc(F)cc3)ccc2O[C@@H](C)CCCCO[C@H]1CN(C)CC1CC1	.	-3	24	2	24	4	.	1
CCCC(=O)N1CC2(CN(C(=O)C3CC3)C2)c2c(n(C)c3cc(OC)ccc23)[C@H]1CO	1	-9	2	7	-7	.	19	1
OCC(CBr)(CBr)CBr	.	.	-2	5	-13	-2	-9	1
Cc1cc(NC(=O)C2CC2)ncc1NC(=O)C12CC3CC(CC(C3)C1)C2	-1	11	.	-7	.	0	.	.
C/C(CC(=O)Nc1cc(C)cc(C)c1)=N\NC(=O)c1ccccn1	-4	27	-5	.	-21	.	-25	-5
C=CCc1ccc(OCCN2CCc3ccccc3C2)c(OC)c1	-1	-20	-2	-4	-13	2	11	7
Cc1nc(-c2ccccc2)sc1-c1nc(-c2ccccc2)ncc1S(=O)(=O)c1ccccc1	4	-3	.	-13	.	2	.	.
COc1ccc(NC(=O)COc2ccccc2Cc2ccccc2)cn1	-1	11	1	-15	6	0	-2	-2
CN(Cc1ccccc1)C(=O)c1cc2cc(F)ccc2[nH]1	3	4	-2	-11	-11	-4	-25	-1
Cc1c(C(=O)N2CCCc3ccccc32)sc2nc(-c3ccccc3)cn12	3	-95	2	-5	-11	0	-42	2
C[C@@H]1CN([C@@H](C)CO)C(=O)Cc2cc(NC(=O)CCN3CCOCC3)ccc2O[C@@H]1CN(C)Cc1ccc2c(c1)OCO2	.	-9	3	6	-8	3	-3	4
Cc1ccc(S(=O)(=O)N2CC=C(C(=O)NC3CCCC3)CC2)cc1	-4	0	-3	4	5	-1	.	-3
COc1ccccc1NC(=O)c1ccc(-c2ccccc2F)o1	.	.	5	-4	3	8	-53	10
Cc1ccc(NC(=S)NCCc2ccc(S(N)(=O)=O)cc2)c(C)c1	-4	17	-5	18	-1	-2	.	8
O=C(Cc1ccccn1)N1CC(=O)N2[C@H](C1)[C@@H](c1ccc(-c3ccc(F)cc3)cc1)[C@@H]2CO	.	24	-15	-6	1	.	0	4
Cc1ccc(S(=O)(=O)N2[C@@H](c3cccc(Cl)c3)C(C(=O)O)=CC[C@H]2c2cccc(C)c2)cc1	25	13	-3	.	10	3	-17	3
COCC(=O)Nc1ccc2c(c1)[C@@H]1C[C@H](CC(=O)NCc3cccnc3)O[C@H](CO)[C@@H]1O2	.	-4	-1	6	-6	-4	-1	-2

At a glance, 12 of the compounds above.
SMILES	FN deposit inh	PAX8 reporter	S100A4 MyoIIA	PGC1a acetyl inh	LGR2 inh	PglD inh	EWS-Fli inh	ERAP1 inh
OCC(CBr)(CBr)CBr	.	.	-2	5	-13	-2	-9	1
Cc1cc(NC(=O)C2CC2)ncc1NC(=O)C12CC3CC(CC(C3)C1)C2	-1	11	.	-7	.	0	.	.
C/C(CC(=O)Nc1cc(C)cc(C)c1)=N\NC(=O)c1ccccn1	-4	27	-5	.	-21	.	-25	-5
C=CCc1ccc(OCCN2CCc3ccccc3C2)c(OC)c1	-1	-20	-2	-4	-13	2	11	7
Cc1nc(-c2ccccc2)sc1-c1nc(-c2ccccc2)ncc1S(=O)(=O)c1ccccc1	4	-3	.	-13	.	2	.	.
COc1ccc(NC(=O)COc2ccccc2Cc2ccccc2)cn1	-1	11	1	-15	6	0	-2	-2
CN(Cc1ccccc1)C(=O)c1cc2cc(F)ccc2[nH]1	3	4	-2	-11	-11	-4	-25	-1
Cc1c(C(=O)N2CCCc3ccccc32)sc2nc(-c3ccccc3)cn12	3	-95	2	-5	-11	0	-42	2
C[C@@H]1CN([C@@H](C)CO)C(=O)Cc2cc(NC(=O)CCN3CCOCC3)ccc2O[C@@H]1CN(C)Cc1ccc2c(c1)OCO2	.	-9	3	6	-8	3	-3	4
Cc1ccc(S(=O)(=O)N2CC=C(C(=O)NC3CCCC3)CC2)cc1	-4	0	-3	4	5	-1	.	-3
COc1ccccc1NC(=O)c1ccc(-c2ccccc2F)o1	.	.	5	-4	3	8	-53	10
Cc1ccc(NC(=S)NCCc2ccc(S(N)(=O)=O)cc2)c(C)c1	-4	17	-5	18	-1	-2	.	8

Screening results: PubChem, Broad Institute
